Bioassay records (PubChem)
LMPTP inh – LMPTP (human) inhibition; P24666; recombinant LMPTP-A, OMFP fluorogenic substrate, fluorescence intensity; inhibition, % at 20 µM; actives 0.22% (n = 360,000); AID 651560;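 active = compounds that cut the enzyme signal by at least half of the control window in the single-dose screen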;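 note: plate controls were DMSO wells with enzyme plus substrate for no effect and substrate without enzyme for full effect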
Target sequence (P24666 whole entry, looked up): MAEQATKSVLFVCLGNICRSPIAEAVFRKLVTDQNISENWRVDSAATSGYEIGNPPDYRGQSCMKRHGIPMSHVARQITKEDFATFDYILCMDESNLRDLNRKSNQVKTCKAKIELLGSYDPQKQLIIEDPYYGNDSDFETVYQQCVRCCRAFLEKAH
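test system = LMPTP-A | amount = 0.625 nM LMPTP-A final | reagent = fluorogenic phosphatase substrate OMFP at 400 µM final | incubation = 50 min at room temperature | benchmarks = no-enzyme low control, uninhibited high control | medium = Bis-Tris pH 6.0, DTT, detergent | signal = fluorescence intensity of OMFP turnover product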
MsrA inhibitor – inhibits bovine methionine sulfoxide reductase A; purified bovine MsrA, absorbance read-out; inhibition, % at 15.5 µM; actives 0.75% (n = 360,000); AID 651718; in the data active = inhibition above about 4.5%;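 note: 0% = vehicle wells with enzyme and 100% = reference inhibitor wells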
Tb MetRS inh – blocks T. brucei methionyl-tRNA synthetase activity. AID 624268. actives 0.4% (n = 360,000). purified T. brucei MetRS, ATP depletion, Kinase-Glo luminescence. inhibition, % at 11.9 µM;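 active = inhibition above a per-plate cutoff of the control wells' mean inhibition plus 3 SD, cut at about 5.5% in these data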;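 note: 0% = DMSO wells median and 100% = median of wells with control inhibitor compound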
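Material: parasite MetRS enzyme / Replication: singlicate, one well per compound / Signal: luminescence of leftover ATP / Schedule: 2 h aminoacylation at 25 °C after 15 min preincubation / Medium: HEPES-MgCl2-KCl buffer plus DTT, spermine, BSA, pyrophosphatase / Doses: 11.9 µM single point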
NadD block – blocks S. aureus nicotinate mononucleotide adenylyltransferase; purified NadD enzyme, colorimetric absorbance read-out; inhibition, % at 20 µM; actives 0.78% (n = 360,000); in the data active = inhibition above about 26%; note: some compounds past the cut are filed as inactive
Rpn11 block – inhibitors of human proteasome Rpn11 | O00487 | human 26S proteasome, Ub4-pepOG fluorescence polarization; 20S core pre-blocked with epoxomicin | calls only at 20 µM | actives 0.59% (n = 360,000) | AID 588493;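 active = inhibition at 20 µM, scaled to each plate's controls, above about 33%, limit read from the data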
Target sequence (O00487 whole entry, looked up): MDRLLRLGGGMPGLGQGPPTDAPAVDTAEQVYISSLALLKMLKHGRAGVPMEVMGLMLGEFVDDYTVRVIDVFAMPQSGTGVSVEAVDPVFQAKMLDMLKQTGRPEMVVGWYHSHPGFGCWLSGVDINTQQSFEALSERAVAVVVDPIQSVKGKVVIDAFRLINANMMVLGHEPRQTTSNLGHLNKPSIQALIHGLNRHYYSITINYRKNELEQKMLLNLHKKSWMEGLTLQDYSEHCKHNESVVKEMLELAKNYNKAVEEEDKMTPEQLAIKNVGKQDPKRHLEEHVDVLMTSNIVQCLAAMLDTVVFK
DNMT1 block – DNMT1 (human) enzyme inhibition; P26358; DNMT1 molecular beacon, Hinp1I cleavage, fluorescence; inhibition (reported as % activation of signal), % at 10 µM; actives 0.83% (n = 360,000); in the data active = inhibition above about 50%
SUMO1 PPI mod – modulators of human SUMO1-mediated protein-protein interactions; actives 0.33% (n = 360,000); inhibition, % at 20 µM; SUMO1 binding to a labelled peptide, TR-FRET, 1 h; AID 602429; in the data active = inhibition above about 37%
Scp-1 inhibitor – Scp-1 (human) phosphatase inhibition. Q9GZU7. actives 0.88% (n = 340,000). Recombinant Scp1, phosphopeptide, malachite green phosphate absorbance. inhibition, % at 20 µM;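 active = inhibition above about 50% at 20 µM, limit read from the data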;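 note: plate controls were DMSO wells with enzyme for no effect and wells lacking enzyme for full effect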
Target sequence (Q9GZU7 76-261 limits assumed): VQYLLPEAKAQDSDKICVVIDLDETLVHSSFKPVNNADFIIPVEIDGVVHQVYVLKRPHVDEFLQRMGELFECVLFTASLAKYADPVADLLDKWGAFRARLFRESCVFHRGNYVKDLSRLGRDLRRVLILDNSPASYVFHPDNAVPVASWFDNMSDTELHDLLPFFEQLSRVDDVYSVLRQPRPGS
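Test system – truncated SCP-1 phosphatase (76-261aa) · Reagent – Phosphorylated 17-residue peptide substrate · Incubation – 45 min room-temperature reaction, 5 min colour, 30 min stabiliser · Detection – colorimetric phosphate reagent with accelerator and stabiliser, absorbance at 630 nm · Measure – % inhibition at 20 µM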
CSN inh – blocks human CSN-mediated cullin deneddylation | Q92905 | Purified CSN, SCF-Nedd8-OG deneddylation, fluorescence polarization | inhibition, % at 12.5 µM | actives 0.38% (n = 360,000) | AID 651999;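 active = pattern-corrected inhibition above about 35%, with an unprinted fluorescence ratio check between 0.5 and 1.5, limit read from the data, passing the limit was not always enough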;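 note: 0% = enzyme with substrate and 100% = substrate without enzyme; some results filed as inactive read as strong as hits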
Target sequence (Q92905 whole entry, looked up, one chain of several): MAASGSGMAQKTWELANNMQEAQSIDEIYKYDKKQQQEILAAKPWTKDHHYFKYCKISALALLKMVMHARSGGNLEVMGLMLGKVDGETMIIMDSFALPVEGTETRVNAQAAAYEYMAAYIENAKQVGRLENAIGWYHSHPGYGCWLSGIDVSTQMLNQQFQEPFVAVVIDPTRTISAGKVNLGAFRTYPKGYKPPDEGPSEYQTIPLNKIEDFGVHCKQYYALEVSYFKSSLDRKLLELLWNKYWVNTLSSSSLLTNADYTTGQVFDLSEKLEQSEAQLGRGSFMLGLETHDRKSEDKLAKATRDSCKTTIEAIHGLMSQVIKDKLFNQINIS
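Assay system: HEK293T-derived human Csn5 enzyme; quantity: 0.24 nM enzyme; medium: Tris/NaCl/DTT buffer, pH 7.5; also added: substrate SCFSkp2-Nedd8OG, 10 nM; doses: 12.5 µM compound; schedule: 90 min reaction at room temperature; signal: FP; read-out: % inhibition of substrate cleavage by Csn5; benchmarks: substrate-only high control, full reaction low control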
STEP inh – STEP (human) phosphatase inhibition. inhibition, % at 20 µM. P54829. recombinant STEP, OMFP fluorogenic substrate, fluorescence. AID 588621. actives 0.25% (n = 360,000);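 active = inhibition at 20 µM, scaled per plate between control wells, above about 37%, limit read from the data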;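 note: 0% = DMSO with enzyme and substrate and 100% = substrate only without enzyme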
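System: STEP (striatal-enriched tyrosine phosphatase) enzyme, cell-free; medium: Bis-Tris pH 6.0 buffer with DTT, detergent; dosing: 20 µM, 1% DMSO; times: reaction 20 min, ambient temperature; detection: fluorescence, 480/540 nm; read-out basis: normalized % inhibition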
Numbers without * were called inactive; i = inactive; x = no result given. Random draw from the library (roughly 3.9% active in at least one column).

SMILES | LMPTP inh | MsrA inhibitor | Tb MetRS inh | NadD block | Rpn11 block | DNMT1 block | SUMO1 PPI mod | Scp-1 inhibitor | CSN inh | STEP inh
COc1ccc(C(=O)Nc2ccc(SC(F)F)cc2)cc1 | 0.7 | 0.4 | -0.5 | -2 | i | 10 | -2 | -1 | -12 | 0
COc1cc(OC)cc(-n2nnnc2SCC(=O)NCc2cccs2)c1 | 0.0 | -0.5 | -0.8 | -7 | i | 1 | -3 | -5 | -12 | -6
C[C@H](NC(=O)c1nc[nH]c1C(=O)NC[C@@H](C)O)c1ccccc1 | -1.6 | 0.3 | -0.5 | 7 | i | 7 | -2 | x | 4 | -3
Cc1cc(C(=O)OCC(=O)NC2CCS(=O)(=O)C2)c(C)n1-c1ccccc1 (centres undefined) | -1.7 | 0.7 | -1.1 | 2 | i | -1 | 5 | -4 | -4 | -1
CC1CCc2nc(NC(=O)C3COc4ccccc4O3)sc2C1 (centres undefined) | 0.6 | 0.1 | -0.6 | -4 | i | 1 | 6 | -5 | 0 | 2
CC(O)CNc1nc2c(c(=O)n(C)c(=O)n2C)n1C/C=C/c1ccccc1 (centres undefined) | 0.3 | -0.5 | -0.5 | 5 | i | 4 | 0 | 7 | -9 | 3
O=C(Nc1ccc(F)cc1)Nc1nnc(-c2ccco2)s1 | 3.4 | -1.2 | 2.5 | 0 | i | 14 | 2 | -1 | 12 | -3
Cc1cccc(NC(=O)CSc2nc(N)c(NC(=O)c3cccs3)c(=O)[nH]2)c1 | -0.5 | -0.1 | -0.3 | 2 | i | 9 | 7 | 4 | 5 | 0
CC(=O)[C@H]1CC[C@@H](c2ccccc2)N(S(=O)(=O)c2ccc(C)cc2)C1 | 0.6 | 1.4 | 0.0 | x | x | x | -4 | x | -6 | x
O=C(O)c1cc2c(o1)CCC/C2=N\O | -0.4 | 0.4 | -0.6 | -5 | i | 2 | -1 | 3 | 3 | -1
CCOC(=O)NCc1ccc(S(=O)(=O)Nc2ccccc2C)cc1 | 0.4 | 0.3 | -0.2 | 2 | i | -11 | 1 | -7 | -2 | -4
Brc1ccc(-c2nn[nH]n2)cc1 | 0.4 | 0.2 | 0.2 | -1 | i | -2 | -1 | -4 | 3 | 3
CC(C)(C)NC(=O)Nc1cccc(Cl)c1Cl | 0.5 | -0.9 | -0.4 | -2 | i | -1 | -4 | -4 | 1 | 0
COC(=O)c1ccccc1NC(=O)c1c(Br)cnn1C | 0.6 | -0.2 | -0.8 | -8 | i | 1 | 0 | -6 | 2 | -6
CCN(C(=O)COC(=O)c1c(C)nn(-c2ccccc2)c1C)C1CCS(=O)(=O)C1 (centres undefined) | 0.4 | -0.6 | -1.1 | 1 | i | 5 | 0 | -9 | -1 | 2

Single records, as listed above:
COc1ccc(C(=O)Nc2ccc(SC(F)F)cc2)cc1 as listed: LMPTP inh = 0.7; MsrA inhibitor = 0.4; Tb MetRS inh = -0.5; NadD block = -2; Rpn11 block = i; DNMT1 block = 10; SUMO1 PPI mod = -2; Scp-1 inhibitor = -1; CSN inh = -12; STEP inh = 0
CCN(C(=O)COC(=O)c1c(C)nn(-c2ccccc2)c1C)C1CCS(=O)(=O)C1 (centres undefined) as listed: LMPTP inh = 0.4; MsrA inhibitor = -0.6; Tb MetRS inh = -1.1; NadD block = 1; Rpn11 block = i; DNMT1 block = 5; SUMO1 PPI mod = 0; Scp-1 inhibitor = -9; CSN inh = -1; STEP inh = 2

Carrying on:
SMILES | LMPTP inh | MsrA inhibitor | Tb MetRS inh | NadD block | Rpn11 block | DNMT1 block | SUMO1 PPI mod | Scp-1 inhibitor | CSN inh | STEP inh
O=C1N=c2ccccc2=C1c1sc(=S)n(CC2CCCO2)c1O (centres undefined) | -0.8 | 1.4 | -0.5 | 3 | i | -2 | -4 | -3 | -4 | 1
CCOc1ccc(S(=O)(=O)N2CN3CCN(C3)C2)cc1 | -10 | 1.1 | 0.5 | -4 | i | 1 | 2 | -12 | 4 | -3
Cc1cccn2c(=O)c3cc(C(=O)NC4CCS(=O)(=O)C4)n(Cc4ccccc4)c3nc12 (centres undefined) | 1.9 | 1.1 | -0.3 | -7 | i | 0 | -21 | -3 | -2 | -2
CC(C)NC(=O)c1nc2c(nnn2Cc2cccc(Cl)c2)c(=O)[nH]1 | -1.1 | -0.8 | -1.4 | 7 | i | 2 | 5 | -2 | 0 | 0
CCNC(=O)NC(=O)C(C)OC(=O)c1oc2ccccc2c1CSC1CCCCC1 (centres undefined) | 1.3 | -0.4 | -0.4 | 4 | i | 11 | 4 | -10 | 2 | -2
COc1cc(OC)c(NC(=O)CS(=O)(=O)Cc2nc(-c3ccc(C)cc3)oc2C)cc1Cl | 1.0 | 1.2 | 0.0 | 27 | i | -12 | 6 | -8 | 1 | 0
COc1cccc(NC(=O)CSc2nnc(Cc3ccc(OC)c(OC)c3)o2)c1 | -1.3 | -0.7 | -0.1 | -3 | i | -2 | 7 | -5 | -2 | 1
Cc1ccc(CNC(=O)C2CCN(c3nnc(N4CCCC4=O)s3)CC2)cc1 | -0.1 | -0.8 | -0.5 | 0 | i | 2 | -3 | 2 | 6 | 2
Cc1ccc(S(=O)(=O)NCCN2CCOCC2)c(C)c1 | -2.2 | 0.4 | 0.2 | -2 | i | -2 | 31 | -1 | 3 | 0
COc1ccc(C2CC(=O)C3=C(C2)Nc2ccccc2NC3c2coc3ccccc3c2=O)cc1OC (centres undefined) | -0.5 | 2.1 | 0.4 | 9 | i | 12 | -4 | 0 | -2 | -1
O=C(Cc1n[nH]c(=O)[nH]c1=O)N/N=C/c1c(O)ccc2ccccc12 | -0.9 | 1.9 | -0.4 | 0 | i | 3 | 3 | -5 | 1 | 2
COc1ccc(C(C)=O)cc1COC(=O)CNC(=O)C1CCCCC1 | 1.6 | 0.1 | -0.2 | -1 | i | -1 | -2 | -8 | 4 | 0
O=C(NCCc1ccccn1)c1cc(-c2ccc(Cl)cc2)nc2ccccc12 | 2.2 | 0.8 | 3.6 | 2 | i | -5 | -14 | -7 | -4 | -1
Cc1nn2cc(-c3ncc(C(F)(F)F)cc3Cl)cnc2c1Br | 2.8 | 0.3 | -1.3 | -9 | i | 2 | -9 | -3 | 1 | 1
COC(=O)[C@H](C)N(Cc1ccc(Cl)c(Cl)c1)S(=O)(=O)CCN1CCN(c2ccccc2)CC1 | 2.1 | 0.5 | 0.5 | -3 | i | -2 | 4 | 4 | -4 | 0
COc1ccc(OC)c(NC(=O)c2c(NC(=O)CNCc3ccco3)sc3c2CCC3)c1 | -0.5 | -0.2 | -0.7 | 7 | i | -7 | -1 | 26 | 1 | -6
O=C(N/N=C/c1cccnc1)c1ccc([N+](=O)[O-])cc1Cl | -0.9 | -0.5 | 0.1 | -4 | i | 0 | -28 | -4 | 2 | -1
C=CCn1c(SCn2nnc3ccccc3c2=O)nnc1-c1ccc(Cl)cc1 | -1.9 | -0.1 | -0.1 | 8 | i | 12 | -6 | -5 | 2 | 1
O=c1[nH]c2ccccc2nc1-c1ccccc1 | -1.1 | 3.4 | 0.4 | -3 | i | 3 | -21 | -5 | 0 | 1
Cn1c(=O)c2c(-c3ccccc3F)c3c(nc2n(C)c1=O)-c1ccccc1C3O (centres undefined) | -0.7 | 0.4 | -0.1 | -2 | i | -7 | -14 | 0 | -2 | 1
Cc1ccc(NS(=O)(=O)N(C)C)cc1 | -1.8 | 0.2 | -0.4 | -4 | i | -3 | 1 | -18 | 2 | -3
Cc1cc(C)n2nc(CNS(=O)(=O)c3cccc([N+](=O)[O-])c3)nc2n1 | -0.7 | 0.1 | -0.2 | 3 | i | -1 | -31 | -5 | 2 | -2
CCn1c(C)c(C)c2cc(C(=O)N3CCCC3)ccc21 | -0.4 | 2.0 | -0.1 | -3 | i | 6 | -1 | 9 | 21 | -1
Clc1ccc(OCCCNCc2ccccc2)c(Br)c1 | -1.9 | -0.8 | -0.5 | -1 | i | 2 | 2 | 5 | 0 | -1
CCOC1=C2CN(S(=O)(=O)c3ccc(C)cc3)[C@@H](c3cccs3)C[C@H]2[C@H]2C(=O)N(c3ccccc3)C(=O)[C@H]2C1 | 0.7 | -0.8 | -1.4 | 5 | i | -8 | -3 | x | 1 | 0
CCOC(=O)C1CCN(C(=O)CN(c2ccc3c(c2)OCCO3)S(=O)(=O)c2ccccc2)CC1 | -1.1 | -0.6 | -0.3 | 0 | i | 1 | -1 | -7 | -1 | 3
Cc1ccc(CNS(=O)(=O)c2ccc(C)s2)cc1 | -0.4 | -2.0 | -0.2 | -2 | i | 4 | 3 | 2 | 3 | -2
CCOc1ccc(/C(O)=C2/C(=O)C(=O)N(CCCn3ccnc3)C2c2cccs2)cc1Cl (centres undefined) | -6.2 | 2.1 | 0.6 | 22 | i | -3 | 0 | -2 | 4 | 4
Cn1cccc1C(=O)NC(=O)COC(=O)CCNS(=O)(=O)c1cccc(C(F)(F)F)c1 | 0.2 | 0.2 | -0.7 | -6 | i | -17 | -2 | 10 | 0 | 1
Cc1cc(=O)n2c3ccccc3n(CC(O)CN3CCN(Cc4ccccc4)CC3)c2c1C#N (centres undefined) | 1.0 | -0.1 | -0.4 | -3 | i | -1 | -1 | -14 | 14 | -1
COc1ccc(S(=O)(=O)NNC(=O)c2ccc(-n3c(C)ccc3C)cc2)cc1 | -0.5 | -0.2 | 0.1 | -4 | i | -10 | -1 | -1 | 9 | -4
COc1ccc(OCc2cc(C(=O)N3CCC(OC)CC3)no2)c2ccccc12 | 2.1 | -1.0 | -0.1 | 3 | i | -20 | -9 | -7 | 0 | 2
COc1ccc(OC)c(NC(=O)CN2CCN(C(=O)c3ccco3)CC2)c1 | -1.6 | -0.4 | -0.7 | 3 | i | -5 | -4 | -2 | 1 | 0
COc1ccc(CCNC(=O)CCc2cn(C)c3ccccc23)c(OC)c1 | 0.4 | -1.0 | -0.1 | -5 | i | -4 | -5 | -16 | 1 | 0
NS(=O)(=O)c1ccc(Nc2nc(-c3cccnc3)cs2)cc1 | 2.5 | 0.4 | -0.6 | -4 | i | 5 | -10 | -4 | 3 | -4
Cn1ccnc1SCC(=O)Nc1ccc(F)c([N+](=O)[O-])c1 | -0.4 | 0.0 | -0.4 | -2 | i | 0 | -18 | -1 | -8 | -2
